Compound activity: PubChem BioAssay, several laboratories
PMI activator – activators of human phosphomannose isomerase; purified human PMI, coupled resazurin fluorescence, 20 min; active compounds read high; 1 = vehicle control, 0 substrate-free wells; activation factor at 20 µM; hit rate 0.005% among 190,000; AID 1214;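 active means activation factor of 2 or more at 20 µM, relative to plate controls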
Target sequence (P34949 whole entry, looked up): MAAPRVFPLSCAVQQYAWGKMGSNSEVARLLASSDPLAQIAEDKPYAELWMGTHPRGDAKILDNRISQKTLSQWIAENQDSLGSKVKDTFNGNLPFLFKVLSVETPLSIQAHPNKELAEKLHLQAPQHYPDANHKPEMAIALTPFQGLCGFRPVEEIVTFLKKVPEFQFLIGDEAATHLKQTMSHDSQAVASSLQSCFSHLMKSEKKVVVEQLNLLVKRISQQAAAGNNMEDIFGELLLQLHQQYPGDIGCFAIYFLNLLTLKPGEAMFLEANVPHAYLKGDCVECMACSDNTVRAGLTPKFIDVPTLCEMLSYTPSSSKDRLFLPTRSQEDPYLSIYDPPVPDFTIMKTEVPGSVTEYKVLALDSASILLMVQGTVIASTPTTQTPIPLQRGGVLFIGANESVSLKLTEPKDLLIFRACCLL
TNAP act hi DEA – increases human TNAP activity under high phosphate acceptor concentration; activation factor at 20 µM; 200,000 tested, under 10 active; purified TNAP, CDP-star luminescence, 1 M DEA, 30 min; active compounds read high; 0 = EDTA background, 1 = DMSO-only activity; P05186;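 active means activation factor at least 2 at 20 µM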
Target sequence (P05186 whole entry, looked up): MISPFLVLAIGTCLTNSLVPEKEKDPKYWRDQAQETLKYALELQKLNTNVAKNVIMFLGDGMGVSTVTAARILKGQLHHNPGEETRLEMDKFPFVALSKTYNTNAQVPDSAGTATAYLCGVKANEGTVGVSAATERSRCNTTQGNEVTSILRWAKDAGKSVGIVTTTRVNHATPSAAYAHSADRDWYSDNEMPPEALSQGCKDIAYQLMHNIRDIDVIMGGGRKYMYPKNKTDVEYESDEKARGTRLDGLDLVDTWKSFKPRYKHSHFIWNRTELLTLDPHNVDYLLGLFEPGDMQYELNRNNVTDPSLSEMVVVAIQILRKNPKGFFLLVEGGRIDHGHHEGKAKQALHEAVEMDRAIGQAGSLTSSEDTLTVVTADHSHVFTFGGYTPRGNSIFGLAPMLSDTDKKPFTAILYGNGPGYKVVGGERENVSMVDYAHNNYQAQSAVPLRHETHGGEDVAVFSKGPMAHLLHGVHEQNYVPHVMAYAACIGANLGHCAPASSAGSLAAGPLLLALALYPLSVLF
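Dosing: 20 µM single point. System: human TNAP. Amount: TNAP 1/800 final. Incubation: 30 min, room temperature. Read-out: TNAP activation factor scaled between EDTA and DMSO control wells. Signal: luminescence from CDP-star hydrolysis. Medium: 1 M DEA, pH 9.8, Mg2+, Zn2+. Control set: EDTA negative control, DMSO positive control.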
Diaph act CS – counter-screen for diaphorase-based assays: diaphorase activators and chemical reducers; Diaphorase/resazurin coupled assay, resorufin fluorescence, 16 min; active compounds read high; 1 = vehicle wells, 0 = NADH-free wells; activation factor at 20 µM; hit rate 0.005% among 190,000;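 active means diaphorase activity raised at least twofold by the compound at 20 µM; inactive means activation factor below 2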
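Test system: Clostridium kluyveri diaphorase, purified enzyme; input: enzyme 0.07 U/mL final; buffer or medium: 50 mM HEPES pH 7.4 with 4.542 mM MgCl2, 0.005% Tween 20; also added: 0.114 mM NADH and 0.1 mM resazurin, final amounts; schedule: 16 min enzyme reaction, ambient temperature; technique: fluorescence of resorufin, 544 nm excitation, 590 nm emission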
Diaphorase inh – inhibits diaphorase or chemically oxidizes, flagging diaphorase assay artifacts; inhibition, % at 20 µM; diaphorase resazurin-to-resorufin fluorescence, NADH, 16 min; bacterial (C. kluyveri) enzyme, not human; hit rate 0.69% among 190,000;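 active means primary screen inhibition at 20 µM above a set limit, cut at about 50% in these data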;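 further: plate controls were DMSO with full reaction for no effect and wells lacking NADH for full effect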
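Assay system: diaphorase enzyme from Clostridium kluyveri. Quantity: enzyme working solution with 0.14 U/mL diaphorase. Schedule: reaction incubation of 16 min at room temperature. Technique: resorufin fluorescence, excitation 544 nm, emission 590 nm. Controls: No-NADH positive control and DMSO neutral control.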
TNAP inh hiacc – TNAP (human) inhibition, high acceptor; inhibition, % at 20 µM; AID 1135; P05186; purified TNAP, CDP-star luminescence, 1 M DEA; hit rate 0.03% among 200,000;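 active means over 50% inhibition of tissue-nonspecific alkaline phosphatase at 20 µM in the single-dose screen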;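 further: plate controls were DMSO wells for no effect and EDTA-quenched wells as full inhibition for full effect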
TNAP inh noacc – TNAP (human) inhibition, acceptor-free conditions | P05186 | purified TNAP, CDP-star luminescence, 30 min | inhibition, % at 20 µM | hit rate 0.26% among 200,000;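 active means tissue-nonspecific alkaline phosphatase inhibition above about 50% at 20 µM in the single-dose screen, limit read from the data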;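 further: 0% = DMSO negative control and 100% = EDTA positive control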
PMI act hi M6P – increases human PMI activity with near-saturating mannose 6-phosphate; P34949; coupled PMI enzyme assay, resazurin fluorescence, 20 min; active compounds read high; 1 = untreated enzyme, 0 = substrate-free blank; activation factor at 20 µM; hit rate 0.34% among 190,000; AID 1216;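 active means activation factor of 2 or more at 20 µM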
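Test system: human PMI in coupled enzyme assay; Input: PMI at 15 ng/mL final; Medium: HEPES buffer, pH 7.4; Schedule: 20 min incubation at room temperature; Technique: resorufin fluorescence at Ex 544/Em 590 nm; Compound: 20 µM single dose; Probe or stimulus: Near-saturating mannose-6-phosphate, 1.0 mM.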
FLuc act counter – affects firefly luciferase, flagging false hits in luciferase stimulation screens | P08659 | AID 1027 | 200,000 tested, under 10 active | activation factor at 10 µM | ATPlite luciferase biochemical, luminescence, 10 min; 0 = ATP-free wells, 1 = DMSO control;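 active means luciferase activation factor, scaled between plate controls, of at least 2 with compound at 10 µM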
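System: Luciferase/luciferin detection reagent, cell-free biochemical luciferase assay | Medium: PBS buffer for ATP | Dosing: Test compounds dosed from 2 mM stocks in 100% DMSO | Timing: 10 min at ambient temperature | Signal: Luminescence measurement of luciferase light output | Evaluation: Luciferase activation, seen as luminescence increase over controls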
G6PDH CS – inhibits Leuconostoc G6PDH, flagging false hits in G6PDH-based assays; hit rate 0.12% among 200,000; inhibition, % at 5 µM; AID 1020; Purified L. mesenteroides G6PDH, diaphorase/resazurin coupled fluorescence, 45 min; in the data active means inhibition above about 50%
HMGR II inh – inhibitors of class II HMG-CoA reductase from Enterococcus faecalis | purified E. faecalis HMGR, NADPH absorbance 340 nm kinetic | inhibition, % at 10 µM | hit rate 0.41% among 190,000 | AID 1066;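 active means inhibition above a set limit, the median over all tested compounds plus 3 SD, cut at about 9.5% in these data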;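 further: enzyme runs in reverse so mevalonate oxidation gives rising NADPH absorbance; 0% = complete reaction with DMSO and 100% = background rate lacking mevalonate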
An asterisk follows results filed as active; nt = not tested or not shown. An unsorted share of the library. Share with any hit: about 1.7%.

nr | SMILES | PMI activator | TNAP act hi DEA | Diaph act CS | Diaphorase inh | TNAP inh hiacc
1 | Cc1ccc(OCCn2cc(/C=N/NC(=O)c3ccncc3)c3ccccc32)cc1 | 1 | 1 | 0.8 | 16 | -2
2 | CC(=O)c1ccc(NC(=O)CC23CC4CC(C2)CC(n2nnc(C)n2)(C4)C3)cc1 | 0.9 | 1 | 0.8 | 18 | -2
3 | COc1ccc(NC(=O)c2ccc(CN(c3cc(Cl)ccc3C)S(=O)(=O)c3ccccc3)cc2)cc1OC | 0.8 | 1.1 | 0.8 | 25 | -8
4 | N#Cc1nnn(-c2ccc(Cl)cc2)c1N | 0.9 | 1.1 | 0.8 | 16 | -7
5 | O=C1COc2ccc(C(=O)NCc3ccc4c(c3)OCO4)cc2N1 | 0.9 | 1 | 0.8 | 16 | 0
6 | COC(=O)c1cn(NC(=O)c2ccc3c(c2)OCO3)c(=O)c2ccccc12 | 0.9 | 1.1 | 0.8 | 16 | -7
7 | CCCSc1nc2ccccc2n1CC(=O)O | 1 | 1.1 | 0.9 | 6 | -6
8 | CCCCN(CCCNC(=O)C1CCN(S(=O)(=O)N2CCOCC2)CC1)Cc1ccccc1 | 1 | 1 | 0.9 | 5 | 2

nr | TNAP inh noacc | PMI act hi M6P | FLuc act counter | G6PDH CS | HMGR II inh
1 | 11 | 0.7 | 1.1 | 4 | -7
2 | -6 | 0.9 | 1.1 | 8 | -3
3 | -37 | 0.9 | 1 | -3 | -1
4 | -9 | 0.9 | 1.1 | 19 | 8
5 | -5 | 0.9 | 1 | 4 | 2
6 | -13 | 0.9 | 1.1 | 2 | -1
7 | -10 | 1.1 | 1 | 6 | -1
8 | 1 | 0.9 | 1 | -6 | 3

(list continues)
nr | SMILES | PMI activator | TNAP act hi DEA | Diaph act CS | Diaphorase inh | TNAP inh hiacc
9 | O=C(C1CCC(CNc2nc(=S)[nH]c3ccccc23)CC1)N1CCN(c2ccc(F)cc2)CC1 (stereo not drawn) | 0.9 | 1 | 0.7 | 31 | 2
10 | CCn1c(N2CCN(C(=S)Nc3ccc(OC)cc3)CC2)nc2ccccc21 | 1 | 1 | 0.9 | 8 | -2
11 | COc1cc(OC)cc(C(=O)Nc2cccc(-c3ccc4nncn4n3)c2)c1 | 0.9 | 1.1 | 0.9 | 14 | -5
12 | Cc1nc(COC(=O)c2cc(O)c3ccccc3c2O)cs1 | 1.2 | 1 | 0.7 | 34 | -1
13 | CC(=O)n1cc([C@H]2C=C(C(=O)N3CCN(Cc4ccccc4)CC3)O[C@@H](OCCCCO)C2)c2ccccc21 | 1 | 1 | 0.7 | 35 | 1
14 | O=C1OCCC1Sc1nc2ccccc2c(=O)n1-c1ccc(F)cc1 (stereo not drawn) | 1.1 | 1 | 1 | 0 | -4
15 | Cc1cccc(N2N=C(C(=O)N3CC(=O)Nc4ccccc43)CCC2=O)c1 | 1.2 | 1 | 0.8 | 19 | -5
16 | Cc1ccccc1CN1C[C@@H]2C[C@@H](c3cn(C)nc3-c3ccccc3)N3CCC[C@@]23C1=O | 1 | 1 | 0.9 | 12 | -5

nr | TNAP inh noacc | PMI act hi M6P | FLuc act counter | G6PDH CS | HMGR II inh
9 | 3 | 0.9 | 1 | -2 | -7
10 | -5 | 1 | 1 | 8 | -9
11 | 10 | 1 | 1 | 4 | -3
12 | -9 | 0.8 | 0.7 | 38 | -5
13 | -4 | 0.9 | 1 | -1 | -3
14 | -5 | 1 | 1.1 | 6 | 4
15 | -9 | 1.1 | 1.1 | 3 | 1
16 | -9 | 1 | 1 | 7 | -3

Going on with the list:
nr | SMILES | PMI activator | TNAP act hi DEA | Diaph act CS | Diaphorase inh | TNAP inh hiacc
17 | COc1ccc(NC(=O)CSc2nccn2C)c([N+](=O)[O-])c1 | 1 | 1 | 0.9 | 14 | -3
18 | Cn1c(N)c(C(=O)COC(=O)COc2ccccc2C#N)c(=O)n(C)c1=O | 1.1 | 1 | 1 | -3 | -2
19 | CCSc1nc(-c2ccc(OC)cc2)ccc1C#N | 0.8 | 1 | 0.8 | 16 | 0
20 | CN(C)S(=O)(=O)c1cccc(NC(=S)N2CCc3ccccc32)c1 | 0.9 | 1.1 | 1 | 2 | -5
21 | CS(=O)(=O)N(CC(=O)NCCC1=CCCCC1)C1CCCCC1 | 1 | 1 | 0.9 | 12 | -4
22 | Cc1nn(Cc2ccccc2)c(C)c1NC(=O)CSc1n[nH]c(C)c1[N+](=O)[O-] | 0.9 | 1 | 0.9 | 12 | -1
23 | Cc1ccc2nc(N/C(=N/S(=O)(=O)c3ccc(F)cc3F)c3ccccc3)sc2c1 | 1.1 | 1 | 0.9 | 7 | -2
24 | O=C(O)c1ccc(NC2CC(=O)N(Cc3ccccc3)C2=O)cc1 (stereo not drawn) | 1 | 1 | 1 | 1 | -3

nr | TNAP inh noacc | PMI act hi M6P | FLuc act counter | G6PDH CS | HMGR II inh
17 | -13 | 1.1 | 1 | 6 | 1
18 | -5 | 1 | 1.1 | 3 | -9
19 | -6 | 0.9 | 1.1 | -44 | 1
20 | -6 | 1 | 1 | 1 | 0
21 | -11 | 1 | 1.1 | 2 | -7
22 | -16 | 1 | 1.1 | -9 | -7
23 | -17 | 0.9 | 1 | 6 | -9
24 | -3 | 1 | 1.1 | 4 | -3

(listing goes on)
nr | SMILES | PMI activator | TNAP act hi DEA | Diaph act CS | Diaphorase inh | TNAP inh hiacc
25 | Cc1c(Cl)cnc(NC(=O)CSc2nnc(C)n2Cc2ccccc2)c1Cl | 1 | 1 | 0.8 | 19 | -2
26 | Cc1cc(C)c2[nH]c(=O)c(CN(Cc3ccco3)C(=O)C3CCCO3)cc2c1 (stereo not drawn) | 1 | 1.1 | 0.8 | 20 | -5
27 | O=C1NCCc2c1[nH]c1ccccc21 | 1 | 1.1 | 0.9 | 8 | -7
28 | N=C1C(c2ccccc2)=C(O)CN1c1cccc2ccccc12 | 0.9 | 1 | 0.9 | 8 | -5
29 | COc1c(F)c(F)c(C(=O)Nc2ccc(N3CCN(Cc4ccccc4)CC3)cc2)c(F)c1F | 0.8 | 1.1 | 0.8 | 16 | -6
30 | Cc1ccc(SCc2ccc(C(=O)Nc3cccnc3)cc2)cc1 | 1 | 1 | 1 | 0 | 1
31 | CC(=O)c1ccc(N2CCC(C(=O)O)CC2)cc1 | 1.1 | 1 | 1 | 5 | -2
32 | COc1ccc(N2CCN(C(c3cccs3)C(C)NC(=O)c3ccco3)CC2)cc1 (stereo not drawn) | 1 | 1 | 1 | 5 | 0

nr | TNAP inh noacc | PMI act hi M6P | FLuc act counter | G6PDH CS | HMGR II inh
25 | -8 | 1 | 1.1 | 2 | -3
26 | -16 | 0.9 | 1 | 1 | -3
27 | -14 | 1 | 1.1 | 6 | -1
28 | -15 | 1 | 1 | 3 | 0
29 | -7 | 0.9 | 1.1 | -4 | -3
30 | -21 | 1.1 | 1.1 | 5 | -2
31 | -14 | 1 | 1 | 0 | -2
32 | -7 | 0.9 | 1 | 6 | 1

7 entries from above, sorted by heavy-atom count, ascending:
nr | SMILES | PMI activator | TNAP act hi DEA | Diaph act CS | Diaphorase inh | TNAP inh hiacc
7 | CCCSc1nc2ccccc2n1CC(=O)O | 1 | 1.1 | 0.9 | 6 | -6
17 | COc1ccc(NC(=O)CSc2nccn2C)c([N+](=O)[O-])c1 | 1 | 1 | 0.9 | 14 | -3
14 | O=C1OCCC1Sc1nc2ccccc2c(=O)n1-c1ccc(F)cc1 (stereo not drawn) | 1.1 | 1 | 1 | 0 | -4
22 | Cc1nn(Cc2ccccc2)c(C)c1NC(=O)CSc1n[nH]c(C)c1[N+](=O)[O-] | 0.9 | 1 | 0.9 | 12 | -1
1 | Cc1ccc(OCCn2cc(/C=N/NC(=O)c3ccncc3)c3ccccc32)cc1 | 1 | 1 | 0.8 | 16 | -2
8 | CCCCN(CCCNC(=O)C1CCN(S(=O)(=O)N2CCOCC2)CC1)Cc1ccccc1 | 1 | 1 | 0.9 | 5 | 2
13 | CC(=O)n1cc([C@H]2C=C(C(=O)N3CCN(Cc4ccccc4)CC3)O[C@@H](OCCCCO)C2)c2ccccc21 | 1 | 1 | 0.7 | 35 | 1

nr | TNAP inh noacc | PMI act hi M6P | FLuc act counter | G6PDH CS | HMGR II inh
7 | -10 | 1.1 | 1 | 6 | -1
17 | -13 | 1.1 | 1 | 6 | 1
14 | -5 | 1 | 1.1 | 6 | 4
22 | -16 | 1 | 1.1 | -9 | -7
1 | 11 | 0.7 | 1.1 | 4 | -7
8 | 1 | 0.9 | 1 | -6 | 3
13 | -4 | 0.9 | 1 | -1 | -3

Further structures.
nr | SMILES | PMI activator | TNAP act hi DEA | Diaph act CS | Diaphorase inh | TNAP inh hiacc
33 | COc1ccc(CNC(=O)C(C)NS(=O)(=O)c2ccc(C)cc2)cc1 (stereo not drawn) | 0.9 | 1 | 0.8 | 17 | -3
34 | Cc1c(N=NC2=C(O)CC(C)(C)CC2=O)c(=O)n(-c2ccccc2)n1C | nt | 1 | nt | nt | -1
35 | CCOc1cc(C2CC(=O)N3CN(C4CCCCC4)CSC3=C2C#N)ccc1O (stereo not drawn) | 0.5 | 1 | 0.4 | 58* | 1
36 | COc1cc2c(cc1OC)CN(C(=S)Nc1ccccc1)CC2 | 1.1 | 1 | 0.9 | 5 | -4

nr | TNAP inh noacc | PMI act hi M6P | FLuc act counter | G6PDH CS | HMGR II inh
33 | -6 | 0.9 | 1 | 7 | -2
34 | 8 | nt | 1 | 19 | 1
35 | -4 | 0.5 | 1 | -26 | -8
36 | 2 | 1.1 | 1.1 | 0 | 0
